Compound activity from PubChem BioAssay.
A350 autofl: qHTS Assay for Spectroscopic Profiling in A350 Spectral Region; max dye-equivalent concentration, M; 59,000 compounds, 11% hits; Compound autofluorescence, 340/450 nm, Alexa 350 dye-equivalents; active compounds read high; in the data active = max dye-equivalent concentration above about 10 nM; inconclusive = mostly about 1.1 nM to 9.6 nM
HEK293 cAMP cs: qHTS Assay for Agonists of the Thyroid Stimulating Hormone Receptor: Activators of Intracellular cAMP Concentrations in Parental HEK 293 | Potency, µM (doses to about 57.1 µM), without a hit: top-dose activation, usual class: activators | AID 938, 2007 | 73,000 compounds, 2.5% hits | parental HEK293 CNG cAMP sensor, membrane potential fluorescence; also: potency is read from the fitted curve at half-maximal effect; % of control where 0% means no effect; nearly all actives have a fitted effect of over 55% in size
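Parental HEK 293 cells stably expressing a cAMP-gated CNG channel were loaded with membrane potential dye containing 100 uM RO 20-1724 for 60 min. Compound added for 30 min; depolarization read as fluorescence intensity at 590 nm.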
Texas Red fluor: qHTS Assay for Spectroscopic Profiling in Texas Red Spectral Region; Compound fluorescence, Texas Red channel, 547/618 nm; active compounds read high; max dye-equivalent concentration, M; 59,000 compounds, 0.06% hits; AID 587, 2007; in the data active = max dye-equivalent concentration above about 10 nM; inconclusive = between about 1.1 nM and that limit
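Dye-equivalent concentrations come from scaling compound signal (ex 547, em 618 nm) to six Texas Red standard concentrations run on every plate, after 15 min room-temperature incubation in pH 8.0 Tris (100 mM).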
BRCT inh green: qHTS Assay for Inhibitors of BRCT-Phosphoprotein Interaction (Green Fluorophore); Breast cancer type 1 susceptibility protein (Homo sapiens), P38398; BRCA1 BRCT-phosphopeptide binding, green fluorescence polarization; Potency, µM (series often up to 76.9 µM), without a hit: at the top dose activity change, negative = inhibition, hits mostly inhibitors; 75,000 compounds, 0.05% hits;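 also: potency is read from the fitted curve at half-maximal effect; plate controls were peptide without protein for full effect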
Target sequence (P38398 whole entry, looked up): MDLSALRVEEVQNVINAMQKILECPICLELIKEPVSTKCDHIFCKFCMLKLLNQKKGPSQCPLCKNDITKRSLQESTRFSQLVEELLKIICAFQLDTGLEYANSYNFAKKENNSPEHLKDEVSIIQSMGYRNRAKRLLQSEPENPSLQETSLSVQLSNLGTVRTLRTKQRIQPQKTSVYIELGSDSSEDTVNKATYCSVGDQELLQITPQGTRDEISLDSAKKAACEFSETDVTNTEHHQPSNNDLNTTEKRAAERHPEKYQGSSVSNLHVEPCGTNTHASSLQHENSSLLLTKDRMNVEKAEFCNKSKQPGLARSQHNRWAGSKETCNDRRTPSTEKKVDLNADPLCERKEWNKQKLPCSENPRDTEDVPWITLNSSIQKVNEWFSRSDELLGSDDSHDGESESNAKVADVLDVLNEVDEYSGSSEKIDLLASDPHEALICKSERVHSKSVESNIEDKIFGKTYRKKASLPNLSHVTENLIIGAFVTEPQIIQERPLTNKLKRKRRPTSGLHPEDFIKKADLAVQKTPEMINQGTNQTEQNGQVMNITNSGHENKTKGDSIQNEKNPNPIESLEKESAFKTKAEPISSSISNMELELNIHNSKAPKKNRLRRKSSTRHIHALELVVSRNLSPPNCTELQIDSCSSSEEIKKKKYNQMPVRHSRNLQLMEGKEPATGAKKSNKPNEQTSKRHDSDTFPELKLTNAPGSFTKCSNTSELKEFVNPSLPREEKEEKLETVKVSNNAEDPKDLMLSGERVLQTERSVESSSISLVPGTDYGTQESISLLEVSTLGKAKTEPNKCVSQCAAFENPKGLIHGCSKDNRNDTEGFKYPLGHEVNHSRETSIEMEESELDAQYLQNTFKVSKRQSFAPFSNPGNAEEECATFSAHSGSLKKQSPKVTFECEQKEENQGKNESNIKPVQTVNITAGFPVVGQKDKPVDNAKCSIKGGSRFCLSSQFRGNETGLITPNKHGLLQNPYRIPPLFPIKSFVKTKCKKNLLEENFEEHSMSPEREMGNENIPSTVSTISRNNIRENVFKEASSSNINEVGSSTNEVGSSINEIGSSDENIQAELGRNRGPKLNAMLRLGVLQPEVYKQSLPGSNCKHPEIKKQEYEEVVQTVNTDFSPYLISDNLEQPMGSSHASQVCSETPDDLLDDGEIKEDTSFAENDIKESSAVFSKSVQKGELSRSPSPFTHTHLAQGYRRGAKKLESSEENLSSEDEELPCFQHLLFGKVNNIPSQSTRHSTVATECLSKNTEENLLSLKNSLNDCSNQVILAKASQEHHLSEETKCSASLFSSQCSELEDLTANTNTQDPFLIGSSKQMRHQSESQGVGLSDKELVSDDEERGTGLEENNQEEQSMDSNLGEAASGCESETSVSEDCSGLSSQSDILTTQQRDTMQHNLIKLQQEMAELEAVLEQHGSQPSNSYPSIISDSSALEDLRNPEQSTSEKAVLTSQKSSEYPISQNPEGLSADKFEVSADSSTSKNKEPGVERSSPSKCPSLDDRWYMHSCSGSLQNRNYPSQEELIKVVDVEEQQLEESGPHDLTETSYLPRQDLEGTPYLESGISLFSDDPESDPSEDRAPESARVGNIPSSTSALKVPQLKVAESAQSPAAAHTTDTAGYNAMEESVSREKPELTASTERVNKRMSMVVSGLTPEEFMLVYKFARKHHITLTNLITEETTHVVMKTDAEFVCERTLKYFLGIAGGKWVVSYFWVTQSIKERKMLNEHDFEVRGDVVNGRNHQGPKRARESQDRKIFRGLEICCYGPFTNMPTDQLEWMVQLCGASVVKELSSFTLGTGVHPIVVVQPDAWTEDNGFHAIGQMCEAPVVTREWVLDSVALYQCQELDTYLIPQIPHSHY
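Compounds were incubated for 12 min at room temperature with a complex of 100 nM fluorescein-tagged pBACH1 decapeptide and 250 nM His-tagged BRCT protein. Buffer was phosphate pH 7.3 with EDTA, DTT and Tween 20. Disruption of binding lowers the polarization signal.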
Fluorescein autfl: qHTS Assay for Spectroscopic Profiling in Fluorescein Spectral Region. 59,000 compounds, 0.91% hits. Compound autofluorescence, 480/540 nm, fluorescein-equivalent; active compounds read high. max fluorescein-equivalent concentration, M. AID 593, 2007; in the data active = max fluorescein-equivalent concentration above about 10 nM; inconclusive = between about 1.1 nM and that limit
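Read-out is intrinsic compound fluorescence at 480/540 nm (excitation/emission), expressed as dye-equivalent concentration using a fluorescein standard series run on every plate. Compounds sat 15 min at room temperature in 100 mM Tris, pH 8.0.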
USP2a inh: qHTS Assay for Inhibitors of Ubiquitin-specific Protease USP2a; Ubiquitin carboxyl-terminal hydrolase 2 (Homo sapiens), O75604; USP2a enzymatic assay, qHTS inhibition; Potency, µM (series often up to 38.3 µM), for inactives: at the highest dose activity change, negative = inhibition, most hits filed as inhibitors; 60,000 compounds, 0.1% hits; AID 927, 2007;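 also: potency is read from the fitted curve at half-maximal effect; nearly all actives have a fitted effect of over 60% in size; plate controls were DMSO for no effect and NEM full inhibition control for full effect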
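Coupled readout: USP2-cleaved Ub-PLA2 (20nM final) turns over NBD C6-HPC (20uM final), Ex 460nm/Em 535nm after 2.5 h, time-zero read flagging artifacts. Enzyme (20nM final, pH 8.0 Tris) given 30 min RT with compound first; NEM defines full inhibition.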
4MU fluor: qHTS Assay for Spectroscopic Profiling in 4-MU Spectral Region. compound autofluorescence, 340/450 nm, 4-MU equivalents; active compounds read high. max dye-equivalent concentration, M. 59,000 compounds, 11% hits. AID 589, 2007; in the data active = max dye-equivalent concentration above about 10 nM; inconclusive = mostly about 1.1 nM to 9.6 nM
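Intrinsic fluorescence at 340/450 nm (ex/em) was read after 15 min at room temperature in pH 8.0, 100 mM Tris. Each compound concentration expressed as 4-MU-equivalent concentration from a six-point 4-MU standard series on each plate.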
Caspase-7 inhib: qHTS Assay for Allosteric/Competitive Inhibitors of Caspase-7; Potency, µM (doses to about 57.5 µM), for the others: at the highest dose activity change, negative = inhibition, hits mostly inhibitors; 75,000 compounds, 0.02% hits; P55210; recombinant caspase-7, Ac-DEVD-AFC fluorescence rate; active = well fitted inhibition curve with a large enough effect in the main read-out, with a control signal flat, not every such curve was filed as active; inconclusive = small, poorly fitted or top-dose-only effect, or a change in a side signal; also: potency is read from the fitted curve at half-maximal effect; % of control where 0% means no effect
BRCT PPI red: qHTS Assay for Inhibitors of BRCT-Phosphoprotein Interaction (Red Fluorophore) | Breast cancer type 1 susceptibility protein (Homo sapiens), P38398 | Potency, µM (series often up to 76.9 µM), for the others: at the top dose activity change, negative = inhibition, hits mostly inhibitors | 75,000 compounds, 0.03% hits | AID 892, 2007 | BRCT-phosphopeptide binding, red fluorescence polarization; also: % is scaled to controls: 0 for no effect and ±100 for the full control effect
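Fluorescence polarization: 100 nM His-tagged BRCA1 BRCT with 100 nM TAMRA-labelled phospho-BACH1 decapeptide, phosphate buffer pH 7.3 with 150 mM NaCl, DTT, 0.01% Tween 20; 12 min RT. Binding inhibition seen as FP decrease.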
Caspase-1 inhib: qHTS Assay for Allosteric/Competitive Inhibitors of Caspase-1; P29466; Caspase-1 enzyme, Ac-WEHD-AFC fluorogenic rate; Potency, µM (series often up to 57.5 µM), for the others: at the top dose activity change, negative = inhibition, hits mostly inhibitors; 75,000 compounds, 0.03% hits;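 also: potency is read from the fitted curve at half-maximal effect; plate controls were vehicle for no effect and no substrate for full effect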
Rhodamine autofl: qHTS Assay for Spectroscopic Profiling in Rhodamine Spectral Region. AID 594, 2007. max dye-equivalent concentration, M. 59,000 compounds, 0.05% hits. Rhodamine-region fluorescence, 547/598 nm, Tris buffer; active compounds read high; in the data active = max dye-equivalent concentration above about 11 nM; inconclusive = between about 1.1 nM and that limit
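qHTS spectral profiling of compounds without any target or enzyme present, in pH 8.0 Tris buffer; plates were read after a 15-minute room-temperature incubation using the rhodamine-region filter set.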
Starred values were filed as active, the others as inactive; i = inactive; ? = inconclusive; / = no result given; [ ] = remark or other dose. Unless noted, calls follow the shape of the dose curve; as a rule, active = well fitted curve in the direction sought with a large enough effect; inconclusive = small, poorly fitted or top-dose-only effect, or another doubt; inactive = no such curve, though single readings can be large; an effect the other way counts as inactive or inconclusive. This is a subset (hit frequency here may not be typical).

SMILES	A350 autofl	HEK293 cAMP cs	Texas Red fluor	BRCT inh green	Fluorescein autfl	USP2a inh	4MU fluor	Caspase-7 inhib	BRCT PPI red	Caspase-1 inhib	Rhodamine autofl
COc1ccccc1CNC(=O)c1cnc2ccccn2c1=O	/	2%	/	2.7%	/	/	/	1%	1.3%	-2%	/
CCCC1C2C(=O)N(c3ccccc3OC)C(=O)C2ON1c1ccccc1 (stereo unspecified)	i	/	i	/	i	/	i	/	/	/	i
Cc1cc(OCC(=O)N2CCOCC2)ccc1NC(=O)C1CCCCC1	i	0%	?	0.6%	?	3%	i	-1%	-0.6%	0%	i
C(=C\c1ccccc1)/CSc1nnc(-c2cccnc2)n1Cc1ccco1	i	16µM*	?	-0.5%	i	36%[activator]	i	1%	0.1%	-3%	i
O=C(CN1CCC(n2nnc3cc(F)ccc32)CC1)NCc1ccco1	i	-8%	i	-0.3%	?	20%	i	-4%	0.4%	-3%	i
O=C(NC1(C(F)(F)F)NC(=O)N(Cc2cccnc2)C1=O)c1ccncc1 (stereo unspecified)	i	4%	i	-1.5%	?	2%	i	1%	1.4%	-2%	i
COCCCN1CN(S(=O)(=O)c2ccc(Cl)cc2)c2nc3ccccc3nc21	2.7e-08M*	14%	i	4.9%	i	21%	2e-08M*	-4%	-1.0%	-5%	i
Cc1nnc(SCC(=O)N(C)Cc2ccccc2)[nH]c1=O	?	0%	i	-1.2%	?	10%	i	-1%	1.3%	3%	i
COc1ccc(N2CCN(CCCNS(=O)(=O)c3c(C)noc3/C=C/N(C)C)CC2)cc1	/	20%[11.4 µM]	/	0.9%	/	/	/	-3%	-0.3%	-2%	/
CCCN(CCC)S(=O)(=O)c1ccc(C(=O)Nc2nnc(-c3cccc(OC)c3)o2)cc1	i	15%	i	0.3%	i	40%[activator]	i	0%	-1.4%	-1%	i
CCOC(=O)N1CCC(NC(=O)CCc2nc(-c3ccccc3F)no2)CC1	i	5%	i	-1.8%	i	18%	i	0%	-0.3%	2%	i
CN1CCN(Cc2cc(=O)oc3cc4c(cc23)CCC4)CC1	?	?	?	-0.2%	i	1%	?	-1%	-0.5%	-2%	i
N#Cc1cccc(-c2nc(Nc3ccncc3)c3ccccc3n2)c1	?	0%	i	12%	?	?	?	-4%	0.7%	?	i
CCN(CC)CCN(Cc1cc2cc3c(cc2[nH]c1=O)OCCO3)C(=O)NC1CCCCC1	2.4e-07M*	15%	i	-2.0%	i	4%	3.2e-07M*	-8%	-1.2%	-14%	i
O=C(Oc1cccc2c(O)cccc12)c1ccccc1	i	-9%	i	1.1%	i	13µM*	i	-2%	-1.4%	-2%	i
Cn1c(=O)c2c(nc(N3CCNCC3)n2Cc2cccc3ccccc23)n(C)c1=O	i	2%	?	-0.5%	i	3%	i	1%	-0.2%	1%	i
Cc1ccc(-c2cc(C(F)F)nc(NCc3cccnc3)n2)cc1	3.3e-08M*	24%	i	4.9%	i	17%	3.1e-08M*	-2%	-0.5%	-3%	i
Nc1nc(SCC(=O)NCc2ccccc2)n[nH]1	i	0%	?	-3.3%	?	3%	i	-1%	0.0%	2%	i
O=C(O)c1ccc(CNc2ccccc2C(=O)O)cc1	6.9e-08M*	27%	i	-3.3%	i	-3%	7.6e-08M*	0%	-3.5%	-1%	i
CC(=O)O[C@H]1C2=C(C(=O)[C@H]3O[C@@H]31)[C@@H]1[C@@H]3[C@@H](C)OC=C4[C@H](O)[C@H]5O[C@@H]5C(=O)[C@]43C2O[C@H]1C	/	6%[11.4 µM]	/	-0.7%[15.4 µM]	/	/	/	1%[11.5 µM]	1.1%[15.4 µM]	-2%[11.5 µM]	/
COC(=O)[C@H](CCSC)NC(=O)NCc1ccccn1	i	1%	i	-2.5%	?	-2%	i	-1%	-0.4%	0%	i
Cc1nc2nc(C)c(CCC(=O)Nc3ccc4c(c3)OCO4)c(C)n2n1	?	5%	i	1.8%	i	-1%	?	2%	1.9%	0%	i
Cc1ccc(CCn2c3c(c4ccccc42)CN(C)CC3)cn1	/	19%	/	-2.8%	/	4%	/	-4%	-0.4%	-5%	/
NC(=S)NCCC[C@@H](N)C(=O)O	i	-9%	i	-2.7%	i	-6%	i	-3%	-3.1%	3%	i
O=S(=O)(Nc1cccc2cccnc12)c1ccc(S(=O)(=O)N2CCCC2)cc1	i	-3%	i	1.2%	i	37%[activator]	i	-2%	-1.5%	-2%	i

Overlap with the part before: 4 entries; new compounds follow.
SMILES	A350 autofl	HEK293 cAMP cs	Texas Red fluor	BRCT inh green	Fluorescein autfl	USP2a inh	4MU fluor	Caspase-7 inhib	BRCT PPI red	Caspase-1 inhib	Rhodamine autofl
Cc1nc2nc(C)c(CCC(=O)Nc3ccc4c(c3)OCO4)c(C)n2n1	?	5%	i	1.8%	i	-1%	?	2%	1.9%	0%	i
Cc1ccc(CCn2c3c(c4ccccc42)CN(C)CC3)cn1	/	19%	/	-2.8%	/	4%	/	-4%	-0.4%	-5%	/
NC(=S)NCCC[C@@H](N)C(=O)O	i	-9%	i	-2.7%	i	-6%	i	-3%	-3.1%	3%	i
O=S(=O)(Nc1cccc2cccnc12)c1ccc(S(=O)(=O)N2CCCC2)cc1	i	-3%	i	1.2%	i	37%[activator]	i	-2%	-1.5%	-2%	i
CCOc1nnnc2c1sc1nc(N3CCOCC3)c3c(c12)CC(C)(C)OC3	i	/	i	/	i	/	i	/	/	/	i
NC[C@@]12CCCC1C1CCC2C1 (stereo partly specified)	i	-15%	i	-1.9%	i	-5%	i	1%	0.2%	-2%	i
CCOc1cc(-c2conc2N)cc(OCC)c1OCC	i	2%	i	-3.0%	i	8%	i	-1%	0.1%	0%	i
O=C(c1ccco1)N1CCC2(CC1)CN(c1ccc(-c3ccccc3)cc1)C2	i	10%	i	4.0%	i	63%[activator]	i	-1%	-0.5%	-5%	i
CC1CCN(CCCNC(=O)COc2cc(=O)n(C)c3ccccc23)CC1	i	4%	?	-0.9%	i	-4%	i	1%	0.3%	2%	i
CCc1nnc(NC(=O)CSc2nnc(CSc3nc(C)cc(C)n3)o2)s1	i	-8%	?	-1.1%	?	-3%	i	0%	-0.2%	1%	i
COC(=O)[C@H](Cc1ccccc1)NC(=O)[C@H]1C[C@@H]1[C@H](NC(=O)OCc1ccccc1)c1ccccc1	/	16µM*	/	-1.6%	/	/	/	-3%	-1.2%	-3%	/
CC(=O)Nc1cccc(NC(=O)c2c(-c3ccccc3Cl)noc2C)c1	/	3%	/	0.4%	/	-4%	/	0%	-1.1%	-1%	/
COc1ccc(C2C(C(C)=O)=C(O)C(=O)N2c2cccnc2)c(OC)c1 (stereo unspecified)	?	6%	i	-2.1%	i	-6%	i	-2%	-1.6%	0%	i
CCOC(=O)N1CCC(N(CCOC)C(=O)Nc2ccc(Cl)cc2)CC1	i	4%	i	-0.5%	i	22%	i	0%	-2.5%	-2%	i
Cc1ccc(C(=O)N2CCC(C(N)=O)CC2)cc1C	i	9%	i	-1.6%	i	-4%	i	2%	-0.6%	-12%	i
c1ccc2c(N3CCOCC3)nc(-c3ccoc3)nc2c1	?	14%	i	4.3%	i	122%[activator]	i	-3%	0.8%	-1%	i
O=C(Nc1ccncc1)c1cccc(F)c1	/	14%	/	0.7%	/	-6%	/	-1%	-0.4%	0%	/
O=C(O)Cn1ncc2c1-c1ccoc1CC2	/	-4%	/	-0.1%	/	/	/	0%	0.5%	-4%	/
CCCCOc1ccccc1C1C(C(=O)OC)=C(C)N(C)C(C)=C1C(=O)OC	/	?	/	-0.1%	/	-11%	/	-4%	-2.0%	-5%	/
COCCOC(=O)C1=C(C)N=C2SCCC(=O)N2C1c1cccc(Br)c1 (stereo unspecified)	?	9%	i	0.2%	i	-2%	?	-1%	-0.8%	0%	i
CCn1c(=O)c(C2=NS(=O)(=O)c3ccccc3N2)c(O)c2ccccc21	?	-3%	?	-2.4%	?	-5%	?	2%	-1.9%	4%	i
CC(C)(C)NC(=O)C1CCN(S(=O)(=O)c2ccc(Br)cc2)CC1	i	9%	i	-4.3%	i	5%	i	-1%	-1.1%	-2%	i
CCOC(=O)C1=C(C)Nc2nc(C)nn2C1c1ccc(OCC)c(OC)c1 (stereo unspecified)	/	-4%	/	-2.8%	/	/	/	-2%	0.1%	1%	/
Cc1ccccc1Cn1c(CN2CCc3ccccc3C2)nc2c1c(=O)n(C)c(=O)n2C	?	?	i	2.2%	?	17%	?	-9%	0.4%	-10%	i
